PPC-1+TRAIL kill – kills PPC-1 cancer cells in the presence of TRAIL | AID 1443 | cell killing (% activity), % at 4 µM | actives 0.41% (n = 220,000) | PPC-1 cells + TRAIL, ATPLite viability luminescence;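 active = cell killing above 50% in the first pass at 4 µM, then a duplicate retest at 5 µM averaging 50% or more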;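 note: plate controls were cells with TRAIL plus DMSO for no effect and medium-only wells lacking cells for full effect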
CHOP inhibitor – blocks CHOP induction under ER stress; actives 3.8% (n = 220,000); inhibition, % at 10 µM; CHO-K1 CHOP-promoter luciferase, tunicamycin-induced, 15-18 h;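 active = compounds that reduced the stress-induced luciferase reporter signal by more than about 70% of percent inhibition, limit read from the data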;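 note: 0% = tunicamycin plus vehicle and 100% = wells without tunicamycin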
14-3-3 Bad PPI – disrupts binding of bovine 14-3-3 zeta to phospho-Bad peptide; TR-FRET 14-3-3zeta/Dy647-pBad peptide displacement, 1 h; actives 0.71% (n = 220,000); P63103; inhibition, % at 21.7 µM;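 active = inhibition above about 70%, limit read from the data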;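 note: 0% = full 14-3-3 plus peptide FRET controls and 100% = background without 14-3-3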
Target sequence (P63103 whole entry, looked up): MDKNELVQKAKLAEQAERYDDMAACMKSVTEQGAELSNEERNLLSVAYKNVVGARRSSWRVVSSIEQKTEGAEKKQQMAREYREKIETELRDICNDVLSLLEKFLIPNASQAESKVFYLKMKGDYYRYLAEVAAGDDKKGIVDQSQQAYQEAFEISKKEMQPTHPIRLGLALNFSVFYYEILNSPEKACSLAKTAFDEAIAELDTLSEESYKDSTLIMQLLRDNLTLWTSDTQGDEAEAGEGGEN
TRPML3 ag – agonists of human TRPML3 channel. Q8TDD5. HEK293 TRPML3-YFP, Fluo-8 calcium fluorescence; 100% = the carbachol control signal. activation, % at 3 µM. actives 0.29% (n = 220,000). AID 1448;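 active = activation above its plate's cutoff, the mean activation of the plate's test wells plus 3 SD, cut at about 12% in these data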;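 note: 0% = DMSO only wells and 100% = carbachol wells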
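Test system – HEK293 line with stable expression of human TRPML3-YFP channel · Control set – carbachol 87 µM final as high control (100%), DMSO as low control (0%) · Signal – Fluo-8 calcium dye fluorescence, ex 470-495, em 515-575 nm · Incubation – 1-h 37 °C dye load, 5-s basal, 120-s post-compound reads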
zfTRPN1 agonist – agonists of zebrafish TRPN1 channel; HEK293 zebrafish TRPN1-YFP, Fluo-8 calcium fluorescence; 100% = response to 87 µM carbachol; activation, % at 3 µM; actives 0.18% (n = 220,000); AID 1424;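 active = activation above its plate's cutoff, the mean activation of test wells on that plate plus 3 SD, cut at about 19% in these data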;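 note: 0% = DMSO alone and 100% = 87 µM carbachol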
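Control set: carbachol 87 µM as high control, DMSO as low control; system: HEK293 stable line with zebrafish TRPN1-YFP; read-out: % activation versus carbachol response; detection: intracellular calcium fluorescence with Fluo-8; doses: single test compound dose, 3 µM nominal, 0.3% DMSO; schedule: dye 1 h 37 °C plus 30 min RT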
NPY-Y1 antag – NPY-Y1 (human) receptor antagonism; inhibition, % at 3.6 µM; P25929; actives 1% (n = 200,000); AID 1040; HEK293-CNG Y1 cells, membrane potential fluorescence; NPY at EC95, then isoproterenol;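 active = inhibition above the campaign mean inhibition of all tested compounds plus 3 SD, cut at about 20% in these data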;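 note: 0% = DMSO wells given NPY plus isoproterenol and 100% = isoproterenol alone without NPY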
Target sequence (P25929 whole entry, looked up): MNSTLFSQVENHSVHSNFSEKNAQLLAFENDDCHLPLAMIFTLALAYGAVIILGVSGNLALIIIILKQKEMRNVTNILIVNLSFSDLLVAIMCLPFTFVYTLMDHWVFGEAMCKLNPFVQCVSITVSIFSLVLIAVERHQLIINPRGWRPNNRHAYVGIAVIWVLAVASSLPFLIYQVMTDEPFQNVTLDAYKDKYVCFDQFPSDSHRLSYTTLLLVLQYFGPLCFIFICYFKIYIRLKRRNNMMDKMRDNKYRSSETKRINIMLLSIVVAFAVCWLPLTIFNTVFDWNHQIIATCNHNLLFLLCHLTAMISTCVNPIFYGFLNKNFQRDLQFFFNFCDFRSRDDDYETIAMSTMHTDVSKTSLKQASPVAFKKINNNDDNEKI
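material = HEK293 cells with Y1 receptor plus CNG channel | also added = NPY 25 nM then isoproterenol 1 µM plus Ro 20-1724 25 µM | schedule = dye 3 h, compound 60 min room temperature, stimulation 45 min | measured by = membrane potential fluorescence | benchmarks = high control isoproterenol alone, low control NPY with isoproterenol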
NPY1 pot ag – potentiators or agonists of human neuropeptide Y receptor Y1. NPY-Y1 expressing cells, potentiator/agonist activation. P25929. actives 0.37% (n = 220,000). activation, % at 3.6 µM. AID 1304; in the data active = activation above about 33%, passing the limit was not always enough;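 note: cells stimulated with NPY at EC10 then isoproterenol at EC100; 0% = low agonist plus stimulus and 100% = saturating agonist plus stimulus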
EP2 antag – inhibitors of human EP2 prostaglandin E2 receptor. C6 glioma cells expressing human EP2, cAMP TR-FRET; cells stimulated with saturating PGE2. inhibition, % at 25 µM. actives 0.52% (n = 260,000);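 active = percent inhibition above 40 after rounding to a whole number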;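 note: rat C6 glioma host cells with rolipram phosphodiesterase inhibitor present; the protocol text gives 20 µM as final concentration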
Target sequence (P43116 whole entry, looked up): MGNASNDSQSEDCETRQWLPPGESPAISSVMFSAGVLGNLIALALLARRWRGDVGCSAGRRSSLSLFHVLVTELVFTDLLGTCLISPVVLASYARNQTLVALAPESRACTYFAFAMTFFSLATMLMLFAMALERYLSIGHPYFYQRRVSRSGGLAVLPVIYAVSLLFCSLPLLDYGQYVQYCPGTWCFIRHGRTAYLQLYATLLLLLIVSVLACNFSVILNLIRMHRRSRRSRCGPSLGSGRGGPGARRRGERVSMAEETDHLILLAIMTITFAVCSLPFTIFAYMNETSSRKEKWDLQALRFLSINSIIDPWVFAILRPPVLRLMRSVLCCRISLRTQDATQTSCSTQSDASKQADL
EP2 mod – EP2 receptor (human) modulation; EP2-expressing cells, cAMP HTRF FRET, PGE2 co-stimulation; induction, % at 25 µM; actives 0.83% (n = 260,000); AID 940;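 active = compounds whose cAMP rise, as percent of the full-agonist control response, exceeds 60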;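 note: rat C6 glioma line stably carrying human EP2 under a CMV promoter; the protocol text gives 20 µM as final concentration; 100% = response of wells given 1 µM PGE2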
* marks the source's active call; other numbers are inactive results; x = no result given; & = joins results of further samples; [ ] = remark or other dose.

Start of the listing, in advance:
SMILES	PPC-1+TRAIL kill	CHOP inhibitor	14-3-3 Bad PPI	TRPML3 ag	zfTRPN1 agonist	NPY-Y1 antag	NPY1 pot ag	EP2 antag	EP2 mod
COc1ccccc1/C=C/C=N\N1CCN(Cc2ccccc2Cl)CC1	8	11	-5	0.8	-0.1	0	-6	21	-118
CC/C(=N\NC(=O)c1ccc2c(c1)OCO2)C12CC3CC(CC(C3)C1)C2	2	77*	-1	0.5	0.2	0	-22	9	42

The whole of this part, from the start:
SMILES	PPC-1+TRAIL kill	CHOP inhibitor	14-3-3 Bad PPI	TRPML3 ag	zfTRPN1 agonist	NPY-Y1 antag	NPY1 pot ag	EP2 antag	EP2 mod
COc1ccccc1/C=C/C=N\N1CCN(Cc2ccccc2Cl)CC1	8	11	-5	0.8	-0.1	0	-6	21	-118
CC/C(=N\NC(=O)c1ccc2c(c1)OCO2)C12CC3CC(CC(C3)C1)C2	2	77*	-1	0.5	0.2	0	-22	9	42
O=C(NCc1ccc(F)cc1)c1nc(-c2cccs2)no1	6	16	-11	-0.7	-0.4	2	-10	5	-18
Cc1ccc(NC(=O)CCN2C(=O)c3ccncc3C2=O)cc1	-6	-9	-1	1.2	0.8	2	7	10	7
NS(=O)(=O)c1cccc(NC(=O)COc2ncnc3c2cnn3-c2ccccc2)c1	15	5	2	0.5	0.9	5	-4	6	-3
COc1ccc(NC(=O)C(=O)NCCN2CCN(C(=O)C(c3ccccc3)c3ccccc3)CC2)cc1	14	60	8	0.4	0.6	14	-13	9	1
CN=C1SC(CC(=O)Nc2cccc(C(F)(F)F)c2)C(=O)N1C (centres undefined)	28	18	6	0.1	0.6	6	-27	14	-2
Cc1csc2nc(CNC(=O)CCC(=O)O)cn12	6	-8	36[fluorescence artefact?]	0.9	0.1	0	-4	10	14
CC(=O)O/N=C(/c1nonc1N)N(C)C	2	-16	-2	0.5	-0.5	2	14	6	10
Cc1cc(NS(=O)(=O)c2ccc(NC(=O)c3cc(-c4ccccc4Cl)nc4ccccc34)cc2)no1	19	13	-12[fluorescence artefact?]	-0.1	-1.1	-4	17	12	26
CCOc1nsc(OCC)n1	-1	2	1	0.8	0.2	x	3	10	11
N#Cc1ccc2ccn(CC(=O)NC3CCCCCC3)c2c1	13	20	16	-0.5	0.6	16	-14	9&5	46&-28

Next part, starting with the last 2 of the part before.
SMILES	PPC-1+TRAIL kill	CHOP inhibitor	14-3-3 Bad PPI	TRPML3 ag	zfTRPN1 agonist	NPY-Y1 antag	NPY1 pot ag	EP2 antag	EP2 mod
CCOc1nsc(OCC)n1	-1	2	1	0.8	0.2	x	3	10	11
N#Cc1ccc2ccn(CC(=O)NC3CCCCCC3)c2c1	13	20	16	-0.5	0.6	16	-14	9&5	46&-28
Cc1ccc(NC(=S)N2CCC(c3nc4ccccc4s3)CC2)cc1C	-3	56	-9	0.1	1.0	10	-13	12	-48
COC(=O)N/N=C/c1cc(C)n(-c2ccc(Br)cc2)c1C	7	26	-5	-0.9	-2.8	x	13	16	-4
Cc1cccc(CN2C(=O)N/C(=C/c3cc(C)n(-c4ccccn4)c3C)C2=O)c1	-2	38	-9	0.3	-0.9	-3	9	7	4
CC(C)(C)NC(=O)NC(=O)COC(=O)c1ccco1	35	38	3	0.4	1.1	3	-11	-6	10
O=C(Cn1cc([N+](=O)[O-])cn1)NCCc1c[nH]c2ccccc12	26	-3	-6	2.3	2.7	1	5	6	-37
Nc1ccc(C(=O)OCc2ccncc2)cc1[N+](=O)[O-]	14	19	-10	1.2	3.2	8	16	3	-5
CCC(C)N(CC(=O)NCc1ccc(OC)cc1)C(=O)c1csnn1 (centres undefined)	-10	9	-5	0.3	0.9	11	3	3	-11
COc1cc2cc(C(c3nnnn3C3CCCC3)N3CCc4ccccc43)c(=O)[nH]c2cc1OC (centres undefined)	12	65	-22	-0.7	0.1	4	21	x	19
COc1ccc(OC)c(/C=C/c2c([N+](=O)[O-])c(=O)n(C)c(=O)n2C)c1	-2	18	-2	-0.1	0.5	-1	-5	4	-17
CCOC(=O)C1=C(c2ccccc2)NC(N)=NC1c1ccc(OCc2ccc(Cl)cc2)c(OC)c1 (centres undefined)	0	-5	94*	1.0	-2.6	x	-6	4	-41
CCC(Sc1nc2c(c(=O)n1CC)SC(C)C2)C(=O)OC (centres undefined)	15	32	-9	-0.5	-0.7	-2	-3	8	7
Cc1cc(C(=O)COC(=O)C(C)NC(N)=O)c(C)n1Cc1ccco1 (centres undefined)	5	-24	-8	1.1	-0.7	0	-3	5	-2
COc1ccc(CC(=O)Nc2nc(-c3cccc([N+](=O)[O-])c3)cs2)cc1	16	80*	-17[fluorescence artefact?]	0.3	-1.1	5	-26	6	-1
COc1ccc(S(=O)(=O)N(CC(=O)N2CCCC2)Cc2ccccc2)cc1	3	7	-1	0.9	0.5	-8	22	12	14
COc1cccc(OCC(=O)N(Cc2nc(-c3ccc(Cl)cc3)no2)C(C)C)c1	-21	49	13	1.4	0.5	8	-42	4	5
O=C(N/N=C/c1ccccn1)c1cc(-c2ccc(Cl)cc2)nc2ccccc12	-1	83*	-3	1.1	1.5	10	-28	3	46
O=S(=O)(NCc1ccco1)c1cccc(S(=O)(=O)N2CCOCC2)c1	12	11	2	0.3	0.2	-1	-5	19	3
CC(C)C(=O)Nc1ccc(C(=O)NN2C(=O)c3ccccc3C2=O)cc1	4	-35	-14	0.7	-0.4	-1	-7	7	6
CCOC(=O)CCCNS(=O)(=O)c1c(C)ccc2nsnc12	15	19	5[fluorescence artefact?]	-0.1	-0.6	-3	-13	3&8	12&-40
COCCNC(=O)c1cnn2c(C(F)(F)F)cc(-c3ccc(C)cc3)nc12	3	20	-1	0.5	-1.9	2	0	10	59
CCOc1cc(/C=N/O)ccc1OCc1ccc(C)cc1	-7	25	-15	-0.5	-2.7	3	-13	13	18
Cn1cnc([N+](=O)[O-])c1Oc1ccccc1	25	16	0[fluorescence artefact?]	0.2	-0.3	-3	-10	4	17
CCCCNC(=S)NNC(=O)c1cccnc1	14	13	-6[fluorescence artefact?]	0.5	0.9	-3	-28	16	16
Cc1ccc(S(=O)(=O)N(c2ccccc2)C2CCS(=O)(=O)C2)cc1 (centres undefined)	20	31	4[fluorescence artefact?]	0.7	-0.2	2	1	8	18
C(#Cc1ccc(C#CCN2CCOCC2)cc1)CN1CCOCC1	6	-9	5	1.4	4.2	-4	-2	7	12
CCN1C(=O)[C@@H]2C(C(=O)c3cnccn3)=NN[C@@H]2C1=O	-6	6	1	0.6	1.5	x	-11	9	12
Cc1cccc(OCC(=O)N2CCN(C(=O)c3cccs3)CC2)c1	10	13	1	0.8	0.1	-8	11	10	14
CCn1c(NC(=O)C(C)C)c(-c2ccccc2)c(=O)c2ccccc21	-2	8	2	0.4	0.9	x	23	6	0
CC(=O)Nc1ccccc1OCC(=O)NCC(F)(F)F	18	18	-6	0.6	1.1	2	-9	3	-20
COc1ccc(CC2(CO)CCN(S(=O)(=O)c3c(C)nn(C)c3C)CC2)cc1	0	5	-17	1.8	0.2	2	3	2	-23
O=C1CC(C(=O)Nc2ccc(Cl)cc2)S/C(=N\N=C\c2ccco2)N1 (centres undefined)	4	5	1	0.7	1.0	x	15	3	-18
CC(C)CN(CC(C)C)C(=O)c1cccc(S(=O)(=O)N2CCc3ccccc32)c1	21	30	-8	1.8	-3.9	29*	-5	2	33
O=C(NCc1cccnc1)C(=O)N/N=C/c1ccc([N+](=O)[O-])cc1	0	18	-9	0.5	-0.6	0	-3	5	17
COc1ccc(NC(=S)N2CCc3ccccc3C2)cc1	12	-11	-1	-0.2	0.6	0	-4	2	-28
O=C(c1ccc([N+](=O)[O-])cc1)N(C1=NCCCCS1)c1ccccc1	14	-3	5	0.0	-0.7	-3	38	12	41
O=C(C1=NNC2C(=O)N(c3ccccc3)C(=O)C12)c1nc(Cl)ccc1Cl (centres undefined)	-8	-8	-14[fluorescence artefact?]	1.0	0.5	4	4	7	34
CC(C)c1cc(C(N)=O)c(NC(=O)c2cccc(COc3ccc(Cl)cc3)c2)s1	10	19	0	0.5	0.0	-4	5	x	-7
CCN(CC)S(=O)(=O)c1ccc(N2CCOCC2)c(NC(=O)COc2ccc(Cl)cc2)c1	0	16	1	0.2	-0.6	x	-35	1	2
Cc1cc(/C=C2/C(=N)N3C(=NC2=O)SN=C3S(C)(=O)=O)c(C)n1-c1ccc(F)cc1	9	-18	-7	0.3	1.4	8	25	12	0
COc1ccc(CNC(=O)COC(=O)C2CCN(S(=O)(=O)c3ccccc3C(F)(F)F)CC2)cc1	10	21	-13	0.6	-1.0	-6	-2	10	-8
CCc1nnc(NC(=O)CSc2nnnn2-c2cccc(C(=O)OC)c2)s1	24	56	6	0.6	0.7	8	-4	14	32
COc1ccc(S(=O)(=O)N2CCOCC2)cc1NC(=O)CSc1ncnc2ccccc12	12	32	-6	0.2	0.5	1	2	11	7
Cc1cc(C)cc(NC(=S)NC2CC3CCCC(C2)N3C2CC2)c1 (centres undefined)	10	-3	-8	-0.2	0.0	-5	11	10	-68
CCOc1ccc(NC(=O)CN(C)c2nnnn2-c2ccccc2)cc1OCC	4	13	-4	-0.1	0.8	-5	3	10	11
COc1ccc(Oc2nc3ccccc3n3cccc23)cc1	10	7	-2[fluorescence artefact?]	0.2	0.0	9	16	10	45
Cc1cc(=O)[nH]c(Sc2c(-c3ccccc3)c3ccccc3[nH]c2=O)n1	13	14	5	0.6	0.1	8	-40	15	20
CCN(Cc1ccccc1)C(=O)COC(=O)CNC(=O)c1ccc(C)s1	4	11	-5	0.9	-0.7	2	5	3	14
O=C(CCCSc1nc2ccccc2c(=O)[nH]1)c1ccc(F)cc1	17	79*	-7	0.3	-2.5	8	-14	3	-43
O=C(CSc1nnc(-c2ccccc2)n1-c1ccc(Cl)cc1)N/N=C/c1ccco1	8	6	0	-0.1	0.4	0	8	8	31
O=C(N/N=C/c1ccc2c(c1)OCO2)c1cc(-c2ccncc2)nc2ccccc12	2	26	-5	0.4	-1.0	3	5	4	-27
CCN1CCCC1CNC(=O)C(=O)Nc1ccccc1OC (centres undefined)	20	-16	5	1.1	1.2	7	-14	2	6
O=C(O)c1oc2ccccc2c1CSc1ccccn1	-5	23	9[fluorescence artefact?]	1.1	0.6	13	-2	7	-4
Cc1nc(Sc2cccn2C)c(C(F)(F)F)c(=O)[nH]1	-2	16	-7[fluorescence artefact?]	0.1	1.0	6	-35	7	18
CSc1nc(N2CCOCC2)c2ccccc2n1	6	-17	8	0.3	-0.3	-6	10	5	23
O=C(Nc1cccc(Br)c1)c1ccc(OC2CSC2)cc1	2	40	-17	1.2	1.4	5	3	6	-72

Screening data as filed in PubChem.

Some of the compounds tested, so the mix of outcomes need not match the whole.
